# Assay outcomes from PubChem BioAssay.
# M1 antagonist: antagonists of rat M1 muscarinic receptor. CHO-M1 cells, Fluo-4 calcium, ACh EC80 antagonist mode; stronger effect = lower value. B-score at 10 µM. 64,000 tested, 3.4% active;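 active = calcium fluorescence response, raw or row-and-column corrected B-score, differing from the plate sample mean either way at a set confidence level, mostly lower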
# M1 ag: agonists of M1 muscarinic receptor | 64,000 tested, 3% active | B-score at 10 µM | CHO-M1 cells, Fluo-4 calcium fluorescence, agonist mode; stronger effect = higher value | AID 626;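 active = fluorescence rise, raw or as B-score row- and column-corrected plate score, outside the 99.7% band of its plate's samples, either direction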
# HTR1E agonist: activates the human 5-HT1E serotonin receptor. CHO 5-HT1E Ga15 NFAT-bla reporter, FRET; 0% DMSO wells, 100% control agonist wells. P28566. AID 574. activation, % at 6 µM. 65,000 tested, 0.69% active;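 active = activation above a set limit, the screen-wide mean activation plus 3 SD, cut at about 8.5% in these data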;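 also: 100% = positive control agonist at 1 µM giving full maximal response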
# S1P1 ag pot: S1P1 (human) agonism or agonism potentiation. AID 449. S1P1 CRE-bla cells, forskolin, beta-lactamase FRET, potentiator mode; S1P1 agonist co-added at EC20, 2 nM; 100% = saturating reference agonist, 0% = basal. P21453. activation, % at 9.5 µM. 56,000 tested, 0.57% active;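 active = activation above a cutoff set at the mean activation of all tested compounds plus 3 SD, cut at about 54% in these data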;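 also: forskolin at 4 µM as EC80 and the EC20 agonist is SEW2871; 100% = SEW2871 at its EC100 plus forskolin at EC80; some compounds past the cut are filed as inactive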
# Target sequence (P21453 whole entry, looked up): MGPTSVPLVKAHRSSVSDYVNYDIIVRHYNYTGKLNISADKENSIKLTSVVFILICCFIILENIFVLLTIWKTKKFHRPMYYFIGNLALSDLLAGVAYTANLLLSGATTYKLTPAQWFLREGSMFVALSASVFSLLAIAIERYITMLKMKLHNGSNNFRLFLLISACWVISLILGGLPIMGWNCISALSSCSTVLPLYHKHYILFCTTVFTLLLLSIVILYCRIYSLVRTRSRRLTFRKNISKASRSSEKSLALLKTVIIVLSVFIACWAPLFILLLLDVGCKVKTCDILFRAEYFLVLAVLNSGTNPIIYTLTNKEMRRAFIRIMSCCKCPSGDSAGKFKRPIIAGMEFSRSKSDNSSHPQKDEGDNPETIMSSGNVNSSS
# S1P3 ag: S1P3 (human) receptor agonism; S1P3 NFAT-BLA reporter cells, FRET ratio; relative to 1 µM S1P, basal subtracted; activation, % at 4.5 µM; 60,000 tested, 0.1% active; AID 373;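 active = activation above the screen-wide mean plus 3 SD, cut at about 4.5% in these data, passing the limit was not always enough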; also: some compounds called inactive have numbers as strong as hits
# Target sequence (Q99500 whole entry, looked up): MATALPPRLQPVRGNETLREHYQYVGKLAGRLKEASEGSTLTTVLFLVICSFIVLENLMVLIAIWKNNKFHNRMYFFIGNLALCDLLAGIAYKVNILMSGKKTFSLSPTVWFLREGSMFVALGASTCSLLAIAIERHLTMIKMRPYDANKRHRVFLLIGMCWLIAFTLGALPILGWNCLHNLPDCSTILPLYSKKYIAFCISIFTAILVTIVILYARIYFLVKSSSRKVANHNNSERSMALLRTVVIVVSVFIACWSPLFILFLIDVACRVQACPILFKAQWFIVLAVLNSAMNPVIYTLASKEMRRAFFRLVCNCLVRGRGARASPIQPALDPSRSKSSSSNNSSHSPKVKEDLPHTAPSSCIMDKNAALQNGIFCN
#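 Benchmarks: high control 1 µM S1P / System: stable CHO line with human S1P3, Gα16, NFAT-BLA reporter / Dosing: single compound concentration, 4.5 µM final / Timing: 4 h compound at 37 °C, 2 h substrate at RT / Measured by: FRET β-lactamase substrate fluorescence, excitation 405 nm, 460/535 nm emission ratio, background-subtracted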
# 5HT1a antag: blocks the human serotonin 5-HT1a receptor. CHO 5-HT1a Ga15 NFAT-bla reporter, antagonist mode. P08908. 62,000 tested, 0.68% active. inhibition, % at 10 µM;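 active = inhibition above the mean of all tested compounds plus 3 SD, cut at about 43% in these data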;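 also: receptor stimulated by 5-CT agonist at 100 nM near EC80; beta-lactamase reporter measured by ratiometric fluorescence of a cleavable substrate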
# HTR1A agonist: 5-HT1a (human) receptor agonism; CHO 5-HT1a Ga15 NFAT-bla reporter, FRET ratio; 0% basal, 100% maximal reference agonist; 65,000 tested, 0.56% active; P08908; activation, % at 10 µM;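 active = activation above the screen-wide mean activation plus 3 SD, cut at about 19% in these data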;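 also: 0% = DMSO wells and 100% = 5-CT at EC100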
# 5HT1E antag: 5-HT1E (human) receptor antagonism | P28566 | inhibition, % at 6 µM | CHO 5-HT1E Ga15 NFAT-bla reporter, FRET, antagonist | 65,000 tested, 0.99% active;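 active = inhibition above a set limit, the mean inhibition across every tested compound plus 3 SD, cut at about 29% in these data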;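 also: signal is the 460 over 535 nm emission ratio of beta-lactamase substrate; 0% = agonist plus DMSO wells and 100% = wells without agonist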
# Jurkat viability: reduces viability or proliferation of Jurkat cells; Jurkat E6.1 viability, ATP luminescence, 48 h; 56,000 tested, 1.2% active; inhibition, % at 4 µM;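 active = inhibition above the mean inhibition of all tested compounds plus 3 SD, cut at about 28% in these data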
# The depositor's hits bear a star; . = no result given. Rows were taken by chance; 8.9% or so of the library scored in one or more.
SMILES,M1 antagonist,M1 ag,HTR1E agonist,S1P1 ag pot,S1P3 ag,5HT1a antag,HTR1A agonist,5HT1E antag,Jurkat viability
CC(O)c1nc2ccccc2n1C1CCCCC1 (configuration not stated),-0.71,0.5,-0.5,-21,-1.5,1,-0.5,3,16
COc1ccc(NC(=O)CN2CCN(CC(=O)Nc3ccc(OC)c(OC)c3)CC2)cc1,-0.36,1.4,-0.2,-28,0.0,-7,-6.5,-10,6
COc1ccc(NC(=O)CN2CCN(S(=O)(=O)c3ccc(Cl)cc3)CC2)cc1Cl,-0.19,-0.009,0.4,-18,0.5,-4,-0.5,-2,-5
COCCCN1C(=O)c2ccc(C(=O)NCc3ccco3)cc2C1=O,-0.32,-1.2,-0.1,1,-1.1,-1,-7.0,-1,12
O=C(Nc1ccccc1)N(CCCN1CCOCC1)Cc1cc2cc3c(cc2[nH]c1=O)OCCO3,-0.034,0.17,1.3,-101,0.4,-32,3.1,-15,-3
CCOC(=O)CSc1nnc(CNC(=O)c2ccc(S(=O)(=O)N3CCCC3)cc2)n1C,-1.2*,1.3,-0.4,7,-0.3,-2,-2.4,-14,5
Cn1c(N)c(C(=O)COC(=O)Cc2ccsc2)c(=O)n(C)c1=O,1.1,-0.031,-0.6,.,.,4,-2.2,-6,.
O=C(CS(=O)(=O)Cc1ccccc1)Nc1ncccn1,0.2,-1.4,0.4,-18,0.0,1,-3.4,-5,-8
COc1ccccc1N1C(=O)c2ccccc2NC1c1ccncc1 (configuration not stated),0.84,0.63,0.5,.,.,-9,1.8,-15,.
COC(=O)c1c(-c2cccs2)csc1NC(=O)c1cccnc1,-0.13,-0.27,0.9,-30,-1.0,-19,0.6,6,1
COc1ccccc1N(CC(=O)Nc1ccccc1C(=O)NCC(C)C)S(C)(=O)=O,-0.019,0.029,-0.4,-3,0.3,1,3.6,0,-11
O=S(=O)(NCc1cn2ccsc2n1)c1ccc2c(c1)OCCO2,-0.46,-0.3,0.1,-5,2.4,7,-1.9,-5,10
COc1ccccc1C1C(C#N)=C(N)Oc2cc(C)n(Cc3ccccn3)c(=O)c21 (configuration not stated),0.42,-0.1,-0.7,11,-3.8,.,-0.2,-2,.
CCCC(=O)Nc1nn(C)c2nc3cc(C)ccc3cc12,-1.3,0.078,-0.1,-20,-0.4,-5,-0.3,-2,-3
Cc1ccc(O)c(C2=NOC(O)(C(F)(F)C(F)F)C2)c1 (configuration not stated),-1.4,-1,-0.6,.,-0.1,9,-1.9,20,9
Cc1cc2c(c(=O)o1)C(Cc1ccccc1)C(C#N)=C(N)O2 (configuration not stated),0.39,0.035,-0.3,3,-0.5,.,-1.7,7,.
COC(=O)Cn1c2ccc(F)cc2c2nc(C)sc21,0.71,0.18,-0.9,4,-0.8,30,0.5,11,0
CCOC(=O)c1cc2c(=O)n3ccccc3nc2n(CCCOC)c1=NC(C)=O,0.14,-0.18,6.9,.,.,-45,23*,1,.
CC1CC(=O)N(CC(=O)N2CCCC2)c2ccccc2S1 (configuration not stated),0.15,-0.16,-1.2,-17,-1.3,6,-2.9,-7,0
Cc1ccc(C)n1-c1ccc2c(c1)COC2=O,-0.14,1.6,-0.2,-1,-1.1,-3,-1.4,7,9
Cc1ccccc1Cn1c(=O)n(Cc2ccco2)c(=O)c2ccccc21,.,.,0.2,-52,-0.3,17,-4.4,10,15
CCOC(=O)c1cc2sc(C)cc2n1CC(=O)N1CCOCC1,0.71,-0.32,-1.3,.,.,6,0.4,6,.
CCN1CCc2c(C#N)c(N3CCCCC3)nc(N3CCOCC3)c2C1,-0.31,0.037,0.2,-17,-1.9,.,-4.2,12,.
Cn1c(SCc2nc(-c3ccc(Cl)cc3)no2)nnc1-c1ccco1,0.31,-1.2,0.7,-16,-0.9,7,-2.5,4,-3
CC1CC(C(O)c2ccccn2)C(=O)C(C(O)c2ccccn2)C1 (configuration not stated),0.5,-0.86,0.9,.,.,5,-0.6,-8,.

# (listing goes on)
SMILES,M1 antagonist,M1 ag,HTR1E agonist,S1P1 ag pot,S1P3 ag,5HT1a antag,HTR1A agonist,5HT1E antag,Jurkat viability
C=CCn1c(NCCc2ccccc2)nc2c1c(=O)n(C)c(=O)n2C,-0.93,6.5*,1.1,8,-1.1,-5,0.9,8,27
CC(=O)Nc1ccc(S(=O)(=O)Nc2cc(C)c(-n3nc4ccccc4n3)cc2O)cc1,1.4,0.015,0.3,4,0.2,4,-2.2,-2,1
CCCc1nc(SCC(=O)Nc2cc(C)on2)c2ccccc2n1,0.43,0.017,-0.1,9,-0.5,15,-2.1,17,0
Cc1cc(C)c2c(CC(=O)O)coc2c1,-0.0062,-0.00096,1.3,.,-0.5,5,1.1,-2,-1
Cc1occc1C(=O)Nc1ccc2c(c1)OCO2,0.3,0.56,-0.9,.,4.7,6,-1.7,0,6
N#Cc1cccc(NC(=O)CCC2CCCC2)c1,-1.2,0.94,-0.3,2,-0.9,3,-3.6,6,-4
O=C(NCCc1ccc(Cl)cc1)c1cnc2n(c1=O)CCS2,-0.098,-2.9*,-2.0,13,-0.5,5,4.1,16,-5
CCn1c(SC)nnc1-c1nnc(SC)n1CC,1.1,0.027,0.0,.,.,-11,1.6,-3,.
CC(=O)Nc1ccc(NC(C)=O)s1,0.81,0.26,-0.8,-11,1.1,3,-0.2,2,3
COc1ccc(N2CCN(C(=O)c3ccc(C)cc3Cl)CC2)cc1,0,-2.5,-0.1,.,-0.9,-4,-1.6,4,2
Cc1ccc(CN2C(=O)CCC2C(=O)NC2CC2)cc1 (configuration not stated),0.34,-0.54,-1.3,1,-1.1,5,-2.2,2,3
CCOc1ccc(N(Cc2cc3cc(OC)ccc3[nH]c2=O)S(C)(=O)=O)cc1,.,.,0.2,-5,-0.7,12,-0.2,1,5
N#CC1=C(SCc2ccccc2)NC(=O)C(C#N)C12CCCC2 (configuration not stated),-0.4,0.12,-0.7,-2,-0.2,-5,-0.1,8,27
CC1=C(C(=O)N(C)C)C(c2cccc(Cl)c2)NC(=O)N1 (configuration not stated),0.54,0.91,-0.7,.,.,1,-3.7,-4,.
COCc1nnc(NC(=O)CCCCCN2C(=O)c3ccccc3C2=O)s1,-0.38,0.68,2.3,8,-1.7,23,0.1,9,0
COc1ccc(CNC(=O)Cc2nn(C)c(=O)c3ccccc23)cc1,-0.48,11*,-0.9,.,.,1,-2.0,28,.
COC(=O)c1cccc(NC(=O)C2COc3ccccc3O2)c1C (configuration not stated),1.3,-0.24,0.2,.,-1.3,1,0.1,-1,0
COc1ccc(OCC(O)COc2ccc(OC)cc2)cc1,-0.19,-0.18,0.2,-10,-0.8,3,-2.0,3,10
O=C1CC(N2CCOCC2)C(=O)N1c1ccc2c(c1)OCO2 (configuration not stated),-0.085,1.7,-0.5,.,-0.4,11,-1.7,-4,-3
CCOC(=O)c1cc(C)sc1N1C(=O)C2C3C=CC(C3)C2C1=O (configuration not stated),0.98,-1.2,-0.9,22,0.4,15,-0.6,-1,5
Brc1ccc(OCCn2ccnc2)cc1,-0.86,-0.82,-0.9,-19,-1.7,2,0.6,5,4
COc1ccc(CCNC(=O)Cn2nnc(-c3cccc(OC)c3OC)n2)cc1OC,0.056,0.52,-0.4,.,.,2,-4.0,-1,.
CCOc1cc2[nH]c(=O)n(CCC(=O)NCCc3ccccc3)c(=O)c2cc1OCC,-0.75,0.41,-0.6,-7,0.1,-11,-2.2,-6,-6
COc1ccccc1-c1cc(C(=O)NCc2ccc(Cl)cc2)no1,-0.61,-0.35,-0.5,-2,-0.7,-10,-3.9,8,8
Clc1ccc(Cn2ncc3c(N4CCOCC4)ncnc32)cc1,-0.0064,4.6*,-0.2,-1,-0.4,0,1.8,8,2

# The closing five records of the part above open the next one:
SMILES,M1 antagonist,M1 ag,HTR1E agonist,S1P1 ag pot,S1P3 ag,5HT1a antag,HTR1A agonist,5HT1E antag,Jurkat viability
Brc1ccc(OCCn2ccnc2)cc1,-0.86,-0.82,-0.9,-19,-1.7,2,0.6,5,4
COc1ccc(CCNC(=O)Cn2nnc(-c3cccc(OC)c3OC)n2)cc1OC,0.056,0.52,-0.4,.,.,2,-4.0,-1,.
CCOc1cc2[nH]c(=O)n(CCC(=O)NCCc3ccccc3)c(=O)c2cc1OCC,-0.75,0.41,-0.6,-7,0.1,-11,-2.2,-6,-6
COc1ccccc1-c1cc(C(=O)NCc2ccc(Cl)cc2)no1,-0.61,-0.35,-0.5,-2,-0.7,-10,-3.9,8,8
Clc1ccc(Cn2ncc3c(N4CCOCC4)ncnc32)cc1,-0.0064,4.6*,-0.2,-1,-0.4,0,1.8,8,2
CCOc1ccc(Cc2nn[nH]n2)cc1,-0.63,-0.57,-0.8,-7,-0.8,-2,-1.8,-2,-2
CCOC(=O)c1cnc(-n2nc(C)cc2C)nc1Nc1ccc(N(C)C)cc1,-1.2,1.4,2.0,1,-0.6,-7,-0.7,-5,0
CCNc1ccc(S(=O)(=O)C(F)(F)F)cc1NC(=O)C12CCC(CC1)C2,0.21,0.059,2.0,4,-0.7,10,-1.7,-8,-1
O=C(CSc1nnc(-c2ccc(S(=O)(=O)N3CCOCC3)cc2)o1)c1ccccc1F,1.1,0.62,-0.4,-4,-1.4,0,-3.5,1,4
COc1cc2c(cc1NC(=O)CSc1nnnn1-c1ccccc1)oc1ccccc12,-0.075,0.18,0.3,2,-0.7,8,2.1,-9,2
CCOC(=O)N1CCN(C(=O)CCS(=O)(=O)c2ccc(Br)s2)CC1,-0.8,0.4,0.2,-18,-0.8,-4,-2.7,-3,-10
COC(=O)c1ccc(CSc2nnc(NCc3ccccc3)s2)o1,0.25,0.59,0.4,5,-0.9,-2,0.7,-15,9
c1ccc(CN2CCC3(CC2)Nc2ccccc2CO3)cc1,-2.8*,17*,-1.3,7,-1.3,-2,0.9,9,0
c1csc(Cc2nc3ccccc3[nH]2)c1,0.0067,0.69,0.1,.,.,-2,-5.1,0,.
Cc1ccc(C(C)C)c(OCC(=O)OCc2c(C)noc2C)c1,0.19,-0.29,0.8,-4,-1.5,0,-4.0,-1,-3
CCc1nnc(NC(=O)CSc2nnc(C)n2CC2CCCO2)s1 (configuration not stated),1.3,-0.077,1.2,-4,0.4,5,-2.1,-4,-6
Cc1nc2ccccc2c(=O)n1NC(=O)Nc1ccccc1,-0.36,0.68,-0.4,-15,0.0,-1,-3.0,-5,-2
CC(=O)C(C)Oc1ccc2c3c(c(=O)oc2c1)CCCCC3 (configuration not stated),-0.29,-0.6,0.4,-10,-0.2,-13,1.0,-9,-2
CCn1c(SCC(=O)NC)nnc1C(C)C,-0.52,0.57,0.3,-10,0.9,4,-4.5,-9,4
O=C(NCC1COc2ccccc2O1)C1CCCN(S(=O)(=O)c2cccc3cccnc23)C1 (configuration not stated),-0.35,4.2,0.6,-4,0.9,1,2.5,0,4
CCCn1nnc(NC(=O)COc2ccc(C3CCCCC3)cc2)n1,-0.2,-0.71,-0.7,-8,-0.7,-3,0.5,-1,-3
O=C(c1csc2c1CCCC2)N1CCCCC1,0.091,0.16,-0.4,-1,-1.6,1,-5.0,1,6
CCOc1cc2[nH]c(=O)n(CC3CCC(C(=O)NC4CCCCC4)CC3)c(=O)c2cc1OCC (configuration not stated),0.34,-0.98,-0.3,-15,-0.1,2,-3.2,-2,5
N#CC(C(=O)Nc1ccc(Cl)cc1)=C1Nc2ccccc2N1,0.54,0.43,-0.6,-161,0.0,-23,-1.1,-9,6
